# RBX1-CUL1 inh = inhibitors of human ROC1-CUL1 ubiquitin ligase activity; E3 ubiquitin-protein ligase RBX1 (Homo sapiens) + Cullin-1 (Homo sapiens), P62877+Q13616; in vitro K48 di-Ub FRET, acceptor:donor ratio, 45 min; inhibition, % at 10 µM; actives 0.6% (n = 140,000); in the data active = inhibition above about 25%
# Target sequence (P62877 whole entry, looked up): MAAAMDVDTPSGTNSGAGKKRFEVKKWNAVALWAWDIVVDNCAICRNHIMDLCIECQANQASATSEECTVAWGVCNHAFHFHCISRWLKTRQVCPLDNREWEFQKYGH
# Target sequence (Q13616 whole entry, looked up): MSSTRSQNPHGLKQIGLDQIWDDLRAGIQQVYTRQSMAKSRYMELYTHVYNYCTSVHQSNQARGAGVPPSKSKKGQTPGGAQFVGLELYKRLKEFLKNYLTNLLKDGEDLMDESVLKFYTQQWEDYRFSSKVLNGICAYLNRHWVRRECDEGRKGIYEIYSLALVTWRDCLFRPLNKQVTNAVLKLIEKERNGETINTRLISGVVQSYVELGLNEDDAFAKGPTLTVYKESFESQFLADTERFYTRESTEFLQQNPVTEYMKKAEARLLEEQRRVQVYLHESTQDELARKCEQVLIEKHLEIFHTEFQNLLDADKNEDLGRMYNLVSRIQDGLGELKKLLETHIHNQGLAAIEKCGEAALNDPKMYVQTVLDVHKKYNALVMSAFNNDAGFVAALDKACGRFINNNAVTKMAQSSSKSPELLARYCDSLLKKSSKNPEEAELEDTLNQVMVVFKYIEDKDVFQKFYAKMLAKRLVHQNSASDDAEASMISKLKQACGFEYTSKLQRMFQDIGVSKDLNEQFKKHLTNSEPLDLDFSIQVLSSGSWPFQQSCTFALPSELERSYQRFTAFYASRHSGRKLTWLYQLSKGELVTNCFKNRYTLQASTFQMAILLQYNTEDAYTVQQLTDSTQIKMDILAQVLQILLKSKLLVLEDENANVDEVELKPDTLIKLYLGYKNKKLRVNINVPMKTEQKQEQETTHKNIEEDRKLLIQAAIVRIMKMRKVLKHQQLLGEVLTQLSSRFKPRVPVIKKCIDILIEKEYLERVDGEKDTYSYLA
# Numbers without * were called inactive. This is a subset (hit frequency here may not be typical).
SMILES,RBX1-CUL1 inh
CCNc1nc2c(c(=O)[nH]c(=O)n2C)n1CC(O)COc1ccc(Cl)cc1Cl (stereo not given),1
CCOC(=O)c1ccccc1NC(=O)NC(C)c1c(-n2cccc2)sc(C)c1C (stereo not given),0
O=C(Nc1cccc(Cl)c1)OC1CCCc2ccccc21 (stereo not given),0
O=C(O)CCC(=O)Nc1cccc(Cl)c1,-1
CCOc1ccc(NC(=O)CN(C)S(=O)(=O)c2ccc3[nH]c4c(c3c2)CCCC4)cc1,4
COCCN1C(=O)CC(CC(=O)N2CCC(Oc3ccc(OC)cc3)CC2)(c2ccccc2C)C1=O (stereo not given),12
CCc1ccc(OC(C)C(=O)N2CCOCC2)cc1 (stereo not given),0
CSc1ccc(CNC(=O)c2cc3cc(S(=O)(=O)N4CCCCC4)ccc3n2C)cc1,1
Cc1ccc(OC2=N/C(=C\c3ccco3)C(=O)N2c2ccccc2)c(C)c1,8
Cc1cc(C)nc(Oc2ccccc2C)n1,-10
CCn1c(CN2CCOCC2)nc2cc(NC(=O)c3cccc([N+](=O)[O-])c3)ccc21,-14
Nc1ccccc1C(=O)NC1CCCNC1=O (stereo not given),5
Cc1ccc(F)cc1S(=O)(=O)N1CCCC(CO)(Cc2ccccc2)C1 (stereo not given),-3
COc1cc(C(=O)NCc2cccnc2)cc(OC)c1OC,-5
CC(=O)Nc1ccc(S(=O)(=O)N2CCN(c3cc(Cl)ccc3Cl)CC2)cc1,-3
Cc1ccc(C(=O)COC(=O)c2ccccc2-c2ccccc2)cc1C,3
COc1cc(OC)cc(C(=O)NCc2ccccn2)c1,2
Cc1ccc(Cl)cc1-n1nnc(C(=O)Nc2cccc(F)c2)c1C,15
CCC(=O)Nc1cccc(-c2nc3ncccc3o2)c1,0
CCN(Cc1nccn1C)C(=O)c1ccc(NCC(C)C)nc1,11
CCc1ccccc1NC(=O)CC(c1ccc(F)cc1)N1Cc2ccccc2C1=O (stereo not given),-1
CCOc1ccccc1NC(=S)NC(=O)Cc1ccc(Cl)cc1,-5
O=C(c1cccs1)c1coc2c1cc(O)c1ccccc12,-5
C#CCN1C(=O)S/C(=C/c2ccc(Sc3ccccc3)o2)C1=O,-3
CN1C(=O)CC(CC(=O)N2CCC(c3ccccc3Cl)C2)(c2ccc(-c3ccccc3)cc2)C1=O (stereo not given),14
CCOc1ccc(CCNC(=O)c2cnc3c(-c4ccc(F)cc4)c(C)nn3c2C)cc1,-9
Cc1cccc(C(=O)NCc2nc(-c3ccc(NC(=O)Cc4ccccc4)cc3)oc2C)c1,9
O=C1NC(=S)N(c2ccc(Br)cc2)C(=O)/C1=C\c1ccsc1,4
N#CC1C(=N)C(C#N)(C#N)[C@H](c2ccc(F)cc2F)[C@H]2CN(C(=O)OCc3ccccc3)CC=C12 (stereo not given in full),-2
Cc1nn(Cc2c(F)cccc2Cl)c(C)c1NC(=O)c1cnn2c(C(F)F)cc(-c3ccccc3)nc12,1

# Sorted by heavy-atom count (low to high): 17 of the compounds above.
SMILES,RBX1-CUL1 inh
Cc1cc(C)nc(Oc2ccccc2C)n1,-10
Nc1ccccc1C(=O)NC1CCCNC1=O (stereo not given),5
CCc1ccc(OC(C)C(=O)N2CCOCC2)cc1 (stereo not given),0
CCC(=O)Nc1cccc(-c2nc3ncccc3o2)c1,0
O=C(c1cccs1)c1coc2c1cc(O)c1ccccc12,-5
COc1cc(C(=O)NCc2cccnc2)cc(OC)c1OC,-5
CCOc1ccccc1NC(=S)NC(=O)Cc1ccc(Cl)cc1,-5
Cc1ccc(C(=O)COC(=O)c2ccccc2-c2ccccc2)cc1C,3
Cc1ccc(OC2=N/C(=C\c3ccco3)C(=O)N2c2ccccc2)c(C)c1,8
CCNc1nc2c(c(=O)[nH]c(=O)n2C)n1CC(O)COc1ccc(Cl)cc1Cl (stereo not given),1
CCOC(=O)c1ccccc1NC(=O)NC(C)c1c(-n2cccc2)sc(C)c1C (stereo not given),0
CCc1ccccc1NC(=O)CC(c1ccc(F)cc1)N1Cc2ccccc2C1=O (stereo not given),-1
CSc1ccc(CNC(=O)c2cc3cc(S(=O)(=O)N4CCCCC4)ccc3n2C)cc1,1
CCOc1ccc(CCNC(=O)c2cnc3c(-c4ccc(F)cc4)c(C)nn3c2C)cc1,-9
Cc1cccc(C(=O)NCc2nc(-c3ccc(NC(=O)Cc4ccccc4)cc3)oc2C)c1,9
CN1C(=O)CC(CC(=O)N2CCC(c3ccccc3Cl)C2)(c2ccc(-c3ccccc3)cc2)C1=O (stereo not given),14
Cc1nn(Cc2c(F)cccc2Cl)c(C)c1NC(=O)c1cnn2c(C(F)F)cc(-c3ccccc3)nc12,1

# (continued)
SMILES,RBX1-CUL1 inh
COc1ccc(-c2sc(NC(=O)CSc3nc4ccccc4[nH]3)nc2C)cc1,7
CC(C(=NC(=O)c1ccccc1)C(=O)O)c1ccco1 (stereo not given),-2
CC(c1cccnc1)(c1c[nH]c2ccccc12)c1c[nH]c2ccccc12,0
Cc1ccc(NC(=O)C2CCCN(c3ncnc4onc(-c5ccc(F)cc5)c34)C2)c(Cl)c1 (stereo not given),0
Cc1nc2c(=O)n(-c3ccccc3)c(=O)n(-c3ccccc3)c2n(C)c1=O,-12
Cn1c(=O)c2c(nc(N3CCCCC3)n2CCNC2=NCCCC2)n(C)c1=O,7
COc1ccc(C)cc1NS(=O)(=O)c1ccc2c(c1)[C@H]1C=CC[C@H]1[C@@H](c1cccc(Cl)c1)N2,2
CN(CCO)C(=O)CCC(=O)Nc1ccc(S(N)(=O)=O)cc1,6
CC1Cc2ccccc2N1C(=O)CSc1nc2ccc(NC(=O)COc3ccccc3)cc2s1 (stereo not given),-2
CC(=O)C1C(=O)C=C(C)OC1=Nc1ccc2c(c1)OCO2 (stereo not given),-8
COc1cccc(N2CCN(Cc3cc(=O)oc4cc(C)ccc34)CC2)c1,8
CC(C)Cn1c(CN2CCC[C@H]2CO)cnc1S(C)(=O)=O,4
Cc1ccc(-c2csc(NC(=O)CN3CCCCC3)n2)cc1,4
O=C(CNC(=S)NC(=O)c1ccco1)c1ccccc1,7
CN1C(=O)CC(=NC(=O)c2ccc(Br)o2)N(C)C1=O,-7
C[C@@H]1CN(C2(C(=O)NCc3cn4ccccc4n3)Cc3ccccc3C2)C[C@H](C)O1,3
CC(=O)CCn1c(=O)n(CCC(C)=O)c(=O)n(CCC(C)=O)c1=O,1
COCCC(=O)NC1CCCc2nc(N(C)C)ncc21 (stereo not given),5
Cc1oc(CC(C)C)cc1C(=O)NCCNC(=O)c1cc(CC(C)C)oc1C,-3
CCC(=O)N1c2ccccc2-c2nnc(SC)nc2OC1c1ccc(Cl)cc1 (stereo not given),4
COc1ccc(OC(=O)C(C)c2ccc(CC(C)C)cc2)cc1 (stereo not given),0
c1ccc(-c2noc(CSc3nc(-c4ccccc4)c(-c4ccccc4)[nH]3)n2)cc1,-1
O=C1N/C(=N\N=C\c2ccc(Cl)cc2)S/C1=C\c1cc(Cl)ccc1O,-3
CCOC(=O)c1c(SCC#N)n(-c2ccccc2)c(=S)n(-c2ccccc2)c1=O,6
COc1ccc(CNC(=O)CN2C(=O)CCn3nc(-c4cn(C)c5ccccc45)cc32)cc1,-2
CCOc1ccc(NCc2ccc3c(c2)OCO3)cc1,12
Cc1cccc(-c2nc(SCC(=O)Nc3ccc4c(c3)OCCO4)c(-c3ccccc3)[nH]2)c1,11
CCOC(=O)C1CCCN(C(=O)CCS(=O)(=O)c2cc3c(cc2Cl)NC(=O)CO3)C1 (stereo not given),-4
COc1cc(CNc2ccccc2C)cc(Cl)c1OCc1cccc(F)c1,2
O=C(COc1cccc2ccccc12)c1ccc(Cl)cc1,-6
Cc1cc(C)c2c(c1)c(C)cc1nnc(SCC(=O)c3ccc(F)cc3)n12,2
O=C(Cc1ccc(Cl)cc1)Nc1ccc2c(c1)C(=O)N(CC1CCCO1)C2=O (stereo not given),6
COc1ccccc1NC(=O)CSc1nc(C)cs1,-3
CC(=O)Nc1ccc2oc3c(c2c1)C(C)N(C)CC3C (stereo not given),-2
CCC(C)C(C(=O)O)N1C(=O)CSC1=S (stereo not given),5
CCOC(=O)C(NC(=O)COc1ccccc1)(Nc1sc2c(c1C#N)CCCC2)C(F)(F)F (stereo not given),1
CC(C)=C1C2CCC1C1C(=O)N(CCc3ccccc3)C(=O)C21 (stereo not given),-8
CC(=O)N1CCC(N2CCCC2C(=O)Nc2ccc(-c3cccc(F)c3)cc2)CC1 (stereo not given),5
Cc1c(/C=C2\C(=N)N3N=C(C(F)(F)F)SC3=NC2=O)c2ccccc2n1Cc1ccc(Cl)cc1,8
CC(C)c1c(Br)c(=O)oc2c3c4c(cc12)CCCN4CCC3,13
COc1cccc(-c2ccc(NC(=O)C3CCCN(CCCSC)C3)cc2)c1 (stereo not given),5
COc1ccc(N2CCN(C3CCCN(C)C3)CC2)cc1 (stereo not given),-1
O=C(O)c1cccc2c1CCCC2,3
COc1cc(OC)c(NC(=O)Nc2sc3nc4n(c(=O)c3c2C)CCC(C)CC4)cc1Cl (stereo not given),-9
COc1cccc(CN2CCCC3(CCN(C(=O)c4cn[nH]c4C)C3)C2=O)c1 (stereo not given),-6

# 3 compounds from above, ordered by their value in RBX1-CUL1 inh, low to high:
SMILES,RBX1-CUL1 inh
COc1cc(OC)c(NC(=O)Nc2sc3nc4n(c(=O)c3c2C)CCC(C)CC4)cc1Cl (stereo not given),-9
COc1ccc(N2CCN(C3CCCN(C)C3)CC2)cc1 (stereo not given),-1
CC(=O)N1CCC(N2CCCC2C(=O)Nc2ccc(-c3cccc(F)c3)cc2)CC1 (stereo not given),5

# Going on with the list.
SMILES,RBX1-CUL1 inh
Cc1ccc(Sc2ncnc3sc(C)c(C)c23)cc1,-2
COc1ccc(C(=O)NC2=NCCS2)cc1,8
COc1ccccc1C(=O)Nc1ccnn1C1CCN(CC2CC2)CC1,2
CC1CCN(CC(=O)Nc2ccc(F)c(Cl)c2)CC1,5
CC(=O)Nc1cccc(NC(=O)c2c(-c3ccccc3)c(-c3ccccc3)nn(C)c2=O)c1,-8
CCn1c(COc2ccc3c(c2)OCO3)nnc1SCC(=O)O,5
C=CCOC(=O)n1c(=S)oc2ccccc21,-6
O=C(OCC(=O)c1ccccc1Cl)c1ccc(-c2nnc(-c3ccccc3)o2)cc1,0
Oc1ccc(N=Nc2n[nH]c(C(F)(F)F)n2)cc1,-11
CCOC(=O)C1C(C)=NC(=S)NC1c1ccc(-c2cccc(Cl)c2C)o1 (stereo not given),5
NS(=O)(=O)c1ccc(NC(=O)C(Cc2ccccc2Cl)=NC(=O)c2ccccc2)cc1,-9
CC(C)c1c(C(=O)NCC2(N3CCOCC3)CCCC2)cnn1-c1nccc(-c2ccccc2F)n1,13
Cc1cc(C)c(S(=O)(=O)N2CCC(C(N)=O)CC2)cc1C,-3
CC(C)(C)C1CCc2c(sc(N=Cc3cc([N+](=O)[O-])cs3)c2C#N)C1 (stereo not given),-4
O=C(c1ccc(Cl)cc1Cl)n1cncn1,-5
Cc1nc(-c2ccccc2)[nH]c(=O)c1Br,10
CCC/C(=N\NC(=O)c1csc2ccccc12)c1ccc(Cl)s1,-8
O=C(CC1(c2ccccc2)CC(c2ccccc2)=NO1)c1ccccc1 (stereo not given),1
CC(C)(C)NC(=O)CSc1nc(-c2ccc(F)cc2)cc(C(F)(F)F)n1,5
Cc1ccc(N2CC(NC(=O)/C=C\c3ccc4c(c3)OCO4)CC2=O)cc1 (stereo not given),9
COc1cccc(Cc2cc(C(=O)NCc3cc(OC)ccc3OC)on2)c1,-3
O=C(c1nc2ccccc2s1)N1CCN(c2ccccn2)CC1,8
CC1(C)C(=O)C2(C(=O)Nc3cccc(Cl)c3Cl)CCC1C2 (stereo not given),-7
CCOC(=O)c1ccc(NC(=O)CN(c2ccc(C)cc2)S(=O)(=O)c2ccc(OC)cc2)cc1,-3
CC(C)CC(=O)NNC(=S)Nc1ccc(S(N)(=O)=O)cc1,3
CC(=O)NN1C(=O)/C(=C2/Sc3ccc(Cl)cc3N2C)SC1=S,4
CCOC(=O)C(C)Nc1ncnc2onc(C)c12 (stereo not given),2
CCCn1c(SCCOc2ccccc2)nnc1-c1ccncc1,3
Cc1ccc2sc(N(Cc3cccnc3)C(=O)CCS(=O)(=O)c3ccccc3)nc2c1C,4
Cc1cccc(N2CCN(S(=O)(=O)Cc3ccccc3F)CC2)c1C,5
COc1ccc(C)cc1N(C)C(=O)CCc1nc(-c2ccccc2F)no1,-5
Cn1nnnc1Sc1ccc([N+](=O)[O-])cn1,-2
CCc1cccc(C)c1NC(=O)c1ccc(N(Cc2ccccc2Cl)S(C)(=O)=O)cc1,5
CC(C)CCNC(=O)CN1N=C(c2ccc(Cl)cc2)CCC1=O,2
COc1ccccc1NC(=O)c1ccc(CS(=O)(=O)c2ccc(C)cc2)cc1,3
Cc1ccc(-n2c(=O)c3ccc(C(=O)NCc4ccccc4Cl)cc3n(Cc3cccc(F)c3)c2=O)cc1,4
O=C(OCC1(COC(=O)c2ccc(Cl)cc2)COCOC1)c1ccc(Cl)cc1,7
COC(=O)C1=C2C(=O)NCCN2C2=C(C(=O)CC(C)(C)C2)C1c1ccc(F)cc1 (stereo not given),6
CCCCC(CC)C(=O)Nc1ccc2ccc3cccnc3c2n1 (stereo not given),6
COc1cccc(NC(=O)CSc2ncc(S(=O)(=O)c3ccc(C)c(C)c3)c(=O)[nH]2)c1,-8
CCCCNc1nc2c(c(=O)n(Cc3ccccc3)c(=O)n2C)n1C,2
COc1cc(NC(=O)C2CCN(c3cnccn3)CC2)cc(OC)c1,4
CC(=O)Nc1ccc(S(=O)(=O)NNC(=O)CCC(=O)Nc2ccccc2Cl)cc1,-5
O=C(c1ccc2c(c1)N(Cc1ccc(F)cc1)C(=O)c1ccccc1S2(=O)=O)N1CCCCCC1,2
CCn1c(=O)n(CC)c2cc(N3CCCCC3)c(NC(=O)Nc3ccccc3Cl)cc21,-12
CCOc1ccc(-c2nnc(SCC(=O)Nc3ccc(C)cc3C)o2)cc1,1
Cc1ccc(C(=O)c2cn(Cc3ccc(Cl)cc3)c3nc(C)ccc3c2=O)cc1,2
COc1ccc(C2CC(c3ccco3)=Nc3ccccc3S2)c(OC)c1 (stereo not given),7
Cc1ccc(F)cc1NC(=O)CCc1c(C)nn(-c2ccc(N3CCOCC3)nn2)c1C,5
CC(C)NC(=O)NCc1cccnc1Oc1ccccc1F,7
COCCCN1C(=O)N(c2ccccc2)C(=O)C1CC(=O)Nc1ccc(F)cc1 (stereo not given),-10
CCOC(=O)N1CC2CC(C(=O)c3ccccc3)CC(C1)C21OCCO1 (stereo not given),0
